TDP-43 yeast inh: qHTS of TDP-43 Inhibitors; TDP-43 expressing yeast growth rescue, BacTiter-Glo, 24 h; Potency, µM (top dose mostly 46.1 µM), for inactives: top-dose growth rescue (activation), usual class: activators; 410,000 compounds, 1.8% hits; AID 652104, 2013; further: % of control where 0% means no effect; nearly all actives have a fitted effect of over 50% in size
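Readout is BacTiter-Glo luminescence of cell growth, so inhibitors register as activators. TDP-43-expressing yeast at OD600=0.02 in galactose medium, after raffinose pregrowth to mid-log, were incubated with compound for 24 hr at 30 deg C.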
HT1080-NT tox: qHTS for induction of synthetic lethality in tumor cells producing 2HG: qHTS for the HT-1080-NT fibrosarcoma cell line | HT-1080-NT fibrosarcoma viability, CellTiter-Glo ATP luminescence, 48 h | Potency, µM (highest dose often 46.1 µM), for inactives: top-dose activity, negative = less viability, hits mostly cytotoxic | 360,000 compounds, 1.6% hits | AID 686970, 2013;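 further: NT is the 2HG producing partner of a matched IDH1 knockdown line; 0% = DMSO-treated cells and -100% = media-only wells without cells; nearly all actives have a fitted effect of over 55% in size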
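HT-1080-NT fibrosarcoma cells (2HG-overproducing), 750 cells/well in RPMI with 5% FBS, dosed after 2 h and incubated 48 h at 37C. CellTiter-Glo luminescence normalized to DMSO and no-cell wells; concentration-response curves fitted and classed.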
GLP1R ag: qHTS of GLP-1 Receptor Agonists; AID 624172, 2012; 380,000 compounds, 0.007% hits; HEK293 GLP-1R CRE-luciferase, luminescence, 4-6 h; cells express a hypersensitive GLP-1R form; Glucagon-like peptide 1 receptor (Homo sapiens), P43220; Potency, µM (titrated, usually from 45.6 µM), for the others: at the top dose activation, usual class: activators; further: % of control where 0% means no effect
Target sequence (P43220 whole entry, looked up): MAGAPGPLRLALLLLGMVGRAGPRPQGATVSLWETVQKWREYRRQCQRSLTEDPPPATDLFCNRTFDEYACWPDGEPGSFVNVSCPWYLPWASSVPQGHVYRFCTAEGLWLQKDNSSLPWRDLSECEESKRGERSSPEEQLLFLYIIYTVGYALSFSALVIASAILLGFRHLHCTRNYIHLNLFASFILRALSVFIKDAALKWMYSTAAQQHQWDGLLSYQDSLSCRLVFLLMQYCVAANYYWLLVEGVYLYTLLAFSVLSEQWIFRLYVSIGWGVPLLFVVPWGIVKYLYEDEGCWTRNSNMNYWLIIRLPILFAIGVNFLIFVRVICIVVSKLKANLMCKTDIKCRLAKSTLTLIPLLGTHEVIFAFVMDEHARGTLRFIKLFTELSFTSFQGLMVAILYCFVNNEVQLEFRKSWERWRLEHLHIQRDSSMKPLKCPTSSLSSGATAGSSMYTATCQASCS
KB-3-1 cytotox: qHTS assay for MDR1-selective chemotherapeutics: Primary screen using the parental adenocarcinoma cell KB-3-1. KB-3-1 viability, CellTiter-Glo ATP luminescence, 72 h. Potency, µM (highest dose often 46.1 µM), for the others: at the top dose activity change, negative = cytotoxic, hits mostly cytotoxic. 400,000 compounds, 1.4% hits; further: on the % scale 0 is the no-effect control and ±100 the full control effect; nearly all actives have a fitted effect of over 60% in size
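Luminescent ATP read-out (CellTiter-Glo) measures survival of drug-naive KB-3-1 cells after 72 h compound exposure at 37 °C. Titration series was screened from lowest to highest concentration, with DMSO vehicle plates as background controls.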
HT1080 IDH1KD tx: qHTS for induction of synthetic lethality in tumor cells producing 2HG: qHTS for the HT-1080-IDH1KD cell line; HT-1080 IDH1 knockdown viability, ATP luminescence, 48 h; 360,000 compounds, 2% hits; Potency, µM (doses to about 46.1 µM), for inactives: at the highest dose activity, negative = toxicity, usual class: cytotoxic;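 further: 0% = DMSO wells and -100% = cell-free medium wells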
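Knockdown cells (IDH1KD HT-1080) received compounds 2 h after plating at 750 cells/well and were kept 48 h at 37 °C in 5% FBS RPMI. A CellTiter-Glo luminescence read gave % activity for curve fitting.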
KB-V1 cytotox: qHTS assay for MDR1-selective chemotherapeutics: Primary screen using the drug-selected MDR subline cells KB-V1 | KB-V1 MDR cells viability, CellTiter-Glo, 72 h | Potency, µM (top dose mostly 46.1 µM), without a hit: top-dose activity change, negative = cytotoxicity, hits mostly cytotoxic | 400,000 compounds, 3.4% hits; further: on the % scale 0 is the no-effect control and ±100 the full control effect; nearly all actives have a fitted effect of over 60% in size
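Compound-treated KB-V1 multidrug-resistant cells, 72 h, 37 degrees C; viability by CellTiter-Glo. Fitted qHTS curves give the values.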
SW480 rereplic: A quantitative high throughput screen for small molecules that induce DNA re-replication in SW480 colon adenocarcinoma cells; SW480 DNA re-replication, Hoechst DNA content imaging, 48 h; Potency, µM (doses to about 46.1 µM), for inactives: at the top dose re-replication activation, usual class: activators; 340,000 compounds, 1.8% hits; AID 624297, 2012; further: % of control where 0% means no effect; nearly all actives have a fitted effect of over 55% in size
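Per well, 250 cells were exposed to pinned compound for 48 hr. Nuclear DNA was visualised with Hoechst (40 min, 37 C) and total object intensity recorded by fluorescence scanning.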
HEK293 tox: qHTS of GLP-1 Receptor Inverse Agonists: Cytotox Screen | 410,000 compounds, 0.13% hits | Potency, µM (top dose mostly 38.3 µM), inactives show at the highest dose activity change, negative = inhibition, actives largely listed as inhibitors | AID 624418, 2012 | HEK293 cAMP-luciferase reporter cells, luminescence, 24 h;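 further: loss of luciferase light is scored as toxicity; on the % scale 0 is the no-effect control and ±100 the full control effect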
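Quantitative HTS format, 1536 wells, 200 cells/uL seeded. Compounds: 23 nL, 24 h, 37 °C. Detection: luciferase reagent, luminescence at 12 min RT; decreased signal taken as cytotoxic.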
GLP1R inv ag: qHTS of GLP-1 Receptor Inverse Agonists (Inhibition Mode); AID 624417, 2012; Potency, µM (series often up to 38.3 µM), for inactives: at the highest dose activity change, negative = inhibition, hits mostly inhibitors; HEK293 GLP-1R CRE-luciferase, luminescence, 24 h; GLP-1R form is constitutively active; 410,000 compounds, 1.6% hits; further: on the % scale 0 is the no-effect control and ±100 the full control effect; nearly all actives have a fitted effect of over 55% in size
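Assay principle: reduced luminescence from a cAMP-responsive reporter in HEK293 cells co-expressing a constitutively active GLP-1R. Conditions: 24 hr compound incubation, 37 deg C, 5% CO2.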
An asterisk follows results filed as active; ? = inconclusive; . = no result given; [ ] = another dose, or the depositor's remark. The call rests on the fitted dose curve; in most records, active means well fitted curve in the direction sought with a large enough effect; inconclusive means small, poorly fitted or top-dose-only effect, or another doubt; inactive means no such curve, though single readings can be large; an effect the other way counts as inactive or inconclusive. Potency means the concentration at half of the fitted maximal effect.

SMILES | TDP-43 yeast inh | HT1080-NT tox | GLP1R ag | KB-3-1 cytotox | HT1080 IDH1KD tx | KB-V1 cytotox | SW480 rereplic | HEK293 tox | GLP1R inv ag
CCCCNS(=O)(=O)CCNCc1ccc(OC)cc1 | 3% | 8% | -4% | 0% | 8% | 0% | -66%[inhibitor] | -1% | 12%
CCCc1nc2scc(-c3ccccc3)c2c(=O)n1N | 5% | 8%[9.24 µM] | 6% | 0% | -15% | -19% | -1% | -8% | ?
COc1ccc(NC(=O)Cn2c(=O)n(CC(=O)NCc3ccco3)c(=O)c3ccccc32)cc1 | -8% | -2% | -1% | 3% | -9% | 10% | -12% | 0% | 1%
CCOc1ccc2cc(S(=O)(=O)N3CCN(C)CC3)ccc2c1 | -6% | -5% | 1% | -14% | -1% | -1% | -3% | 23% | -20%
CCCCc1ccc(NC(=O)CN(C)CC(=O)Nc2ccccc2Cl)cc1 | 13% | -21% | 21% | -24% | -12% | ? | ? | -3% | ?
CCOC(=O)c1ccc(NC(=O)CN2C(=O)CSC(C)C2=O)cc1 (stereo not given) | 27% | 8% | -4% | 1% | 0% | ? | -7% | 2% | 13%
O=c1cc(CN2CCN(S(=O)(=O)c3ccc(Cl)cc3)CC2)nc2sc(-c3ccccc3F)nn12 | 11% | . | . | 11% | . | 15% | . | 9% | 9%
Cc1ccc(S(=O)(=O)N(CCCc2c(C)nc(N)[nH]c2=O)Cc2ccc([N+](=O)[O-])cc2)cc1 | -10% | 0% | 2% | -2% | -9% | 17% | . | -6% | -5%
CCOC(=O)c1oc2ccccc2c1NC(=O)C(C)(C)C | 0% | 7% | ? | 1% | -1% | -4% | -23% | -8% | 64%[activator]
Cc1ccsc1C(=O)NCc1ccccc1Cl | 9% | 4% | 7% | -5% | 7% | -19% | ? | -8% | ?

Among those listed so far, 3 have a halogen:
SMILES | TDP-43 yeast inh | HT1080-NT tox | GLP1R ag | KB-3-1 cytotox | HT1080 IDH1KD tx | KB-V1 cytotox | SW480 rereplic | HEK293 tox | GLP1R inv ag
CCCCc1ccc(NC(=O)CN(C)CC(=O)Nc2ccccc2Cl)cc1 | 13% | -21% | 21% | -24% | -12% | ? | ? | -3% | ?
O=c1cc(CN2CCN(S(=O)(=O)c3ccc(Cl)cc3)CC2)nc2sc(-c3ccccc3F)nn12 | 11% | . | . | 11% | . | 15% | . | 9% | 9%
Cc1ccsc1C(=O)NCc1ccccc1Cl | 9% | 4% | 7% | -5% | 7% | -19% | ? | -8% | ?

The results go on.
SMILES | TDP-43 yeast inh | HT1080-NT tox | GLP1R ag | KB-3-1 cytotox | HT1080 IDH1KD tx | KB-V1 cytotox | SW480 rereplic | HEK293 tox | GLP1R inv ag
O=C(Nc1nnc(-c2ccc(Br)cc2)o1)C1=COCCO1 | 24% | 0% | -5% | 3% | 4% | ? | 0% | -13% | 7%
CCCC(=O)Nc1nnc(CC(=O)OCC)s1 | 13% | 1% | -1% | -1% | 6% | 8% | -3% | 13% | 13%
CCOC(=O)Cn1c(=O)n(C2CCCCC2)c2nc(-c3ccc(OCC)cc3)nc(C(N)=O)c21 | 14% | . | 0% | 18µM* | . | ? | . | 3% | -1%
COc1ccc(Cl)cc1NC(=S)NCc1ccc(S(N)(=O)=O)cc1 | 10% | -2% | -2% | -11% | 1% | -13% | -3% | 3% | 2%
O=C(c1cc(-c2ccc(Cl)cc2)on1)N1CCN(c2ccc(F)cc2)CC1 | -14% | -10% | -1% | -8% | -1% | -13% | 1% | 2% | 5%
CCSc1ncc(Cl)c(C(=O)Nc2ccccc2C)n1 | 0% | -8% | -3% | -16% | 2% | -7% | ? | 1% | 1%
CC(Sc1nncs1)C(=O)Nc1ccc(Cl)cn1 (stereo not given) | 12% | 6% | 1% | 11% | 8% | 24% | -3% | -10% | -6%
CC1=CC(C)(C)N(C(=O)CNC2CCCCC2)c2cc(C)ccc21 | -6% | -28% | 5% | -2% | -25% | ? | 2% | ? | ?
C=C(C)C1CC=C(C)/C(=N/NC(=O)CCCNc2cccc(C)c2)C1 (stereo not given) | -18% | -1% | 11% | -24% | -23% | ? | 0% | 4% | ?
CCn1c(=O)c2cc(C(=O)NC3CCC(C)CC3)sc2c2ccccc21 (stereo not given) | -2% | . | 7% | -6% | . | 13% | . | 3% | ?

2 compounds picked at random from those above, as already listed:
SMILES | TDP-43 yeast inh | HT1080-NT tox | GLP1R ag | KB-3-1 cytotox | HT1080 IDH1KD tx | KB-V1 cytotox | SW480 rereplic | HEK293 tox | GLP1R inv ag
O=C(Nc1nnc(-c2ccc(Br)cc2)o1)C1=COCCO1 | 24% | 0% | -5% | 3% | 4% | ? | 0% | -13% | 7%
CCSc1ncc(Cl)c(C(=O)Nc2ccccc2C)n1 | 0% | -8% | -3% | -16% | 2% | -7% | ? | 1% | 1%

(continued)
SMILES | TDP-43 yeast inh | HT1080-NT tox | GLP1R ag | KB-3-1 cytotox | HT1080 IDH1KD tx | KB-V1 cytotox | SW480 rereplic | HEK293 tox | GLP1R inv ag
O=C(CN1C(=O)CSC1=O)NCc1ccccc1 | 7% | -2% | -7% | -4% | -7% | -11% | -8% | 0% | -7%
CC(C(=O)NCCC1=CCCCC1)N1C(=O)c2ccccc2C1=O (stereo not given) | 5% | 4% | -2% | 11% | -11% | 4% | 15% | -10% | -4%
C[C@@H]1C=C(C(=O)N2CCOCC2)O[C@H](OCc2ccc(CO)cc2)C1 | 10% | 13% | 7% | 18% | 9% | 0% | 10%[9.22 µM] | -8% | 16%
COc1ccc(NC(=O)CSc2nc(-c3ccc(OC)cc3)cc(=O)[nH]2)cc1 | 6% | . | . | 0% | . | 19% | . | -2% | 22%
CN1CCc2c1nc1ccccc1c2N=C1CCCN1Cc1ccccc1 | -20% | -24% | -3% | -4% | -3% | ? | ? | ? | ?
CCOc1ccc(NC(=O)c2cc(Cl)nc3ccccc23)cc1 | 1% | ? | 10% | ? | ? | ? | 6% | -43% | ?
O=C(CC1Sc2ccccc2NC1=O)NNc1ccc(F)cc1 (stereo not given) | -8% | ? | 0% | . | 7.3µM* | . | 8% | -5% | ?
Cc1ccc(C(=O)COC(=O)CN2C(=O)C3C4C=CC(C4)C3C2=O)cc1[N+](=O)[O-] (stereo not given) | -21% | 13% | 0% | 0% | 0% | 10% | -5% | 5% | 6%
CN(C)S(=O)(=O)Oc1cccc(C(=O)Nc2ccc([N+](=O)[O-])cc2)c1 | -9% | -22% | 13% | -25% | ? | -16% | -6% | 17% | 0%
S=C(Nc1ccc2c(c1)OCO2)N1CCCC1 | 18% | -12% | 11% | -12% | -1% | ? | -3% | -9% | 5%
CC(c1ccco1)N(C(=O)c1ccc(F)cc1)c1ccccn1 (stereo not given) | 10% | ? | -17% | 20% | -4% | 0% | -1% | -1% | 7%
Cc1ccc(NS(=O)(=O)c2ccccc2F)cc1S(=O)(=O)N1CCCCC1 | -2% | 0% | 2% | -18% | -5% | ? | 0% | -38% | ?
CCNCc1ccccc1OCc1ccccc1 | 8% | -11% | -2% | ? | -7% | 1% | -6% | 8% | -1%
CCCN(CC(=O)Nc1ccccc1OC)C(=O)c1cccc(S(=O)(=O)NCc2ccccc2)c1 | -19% | -1% | -9% | -4% | -1% | ? | -10% | -7% | 2%
CC(C)CCN1CCN(Cc2nc3c(s2)CCCC3)CC1CCO (stereo not given) | -2% | -1% | -14% | 0% | -4% | ? | -3% | 8%[0.307 µM] | 14%[0.307 µM]
CCC(C)NC(=O)Cn1c(=O)n(-c2ccc(C)cc2)c(=O)c2ccccc21 (stereo not given) | 27% | . | -1% | 8% | . | 9% | . | -16% | 7%
COc1cccc(CC(=O)Nc2ccc(S(=O)(=O)Nc3nccs3)cc2)c1 | 6% | -9% | 0% | 4% | 3% | -1% | -8% | -13% | 8%
CC1CN(S(=O)(=O)c2ccc(C(=O)Nc3sccc3C(N)=O)cc2)CC(C)O1 (stereo not given) | 3% | -2% | 7% | -4% | 0% | ? | 0% | -3% | 26%
O=C(CCn1c(=O)oc2ccccc21)Nc1ccc(C(=O)O)cc1 | -17% | 21% | 5% | 11% | 19% | 1% | -28% | 11% | 10%
CCOC(=O)c1c(NC(=O)CN(CC)CC)sc2c1CCC2 | -9% | 9% | 26% | 12% | 0% | 7% | -3% | 4% | ?
Cc1ccc(C)c(NC(=S)N(C)CCO)c1 | 6% | 9% | 0% | 4% | 13% | -6% | -1% | 10% | 1%
CCOCCCNC(=S)N1CCCN(c2nc3cc(C)ccc3cc2C#N)CC1 | -5% | ? | -1% | 17% | 7% | 27% | 5% | 7% | 4%
COC(=O)c1ccc(NC(=O)c2ccccc2NS(C)(=O)=O)cc1 | 3% | -18% | 2% | -9% | -9% | -13% | -5% | -10% | 2%
COc1cc(/C=C/C(=O)N2CCN(C(=O)/C=C/c3cc(OC)c(OC)c(OC)c3)CC2)cc(OC)c1OC | -8% | 19% | 10% | 15% | 15% | -2% | -1% | -1% | 33%[activator]

The order is random; overall some 9.4% were active at least once.
